PRMT1 inh: blocks human protein arginine methyltransferase 1. Q99873. recombinant PRMT1, activity-based probe fluorescence polarization. inhibition, % at 2.79 µM. actives 1.3% (n = 370,000);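 active means inhibition above about 21% made by adding two undisclosed values, limit read from the data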
Target sequence (Q99873 whole entry, looked up): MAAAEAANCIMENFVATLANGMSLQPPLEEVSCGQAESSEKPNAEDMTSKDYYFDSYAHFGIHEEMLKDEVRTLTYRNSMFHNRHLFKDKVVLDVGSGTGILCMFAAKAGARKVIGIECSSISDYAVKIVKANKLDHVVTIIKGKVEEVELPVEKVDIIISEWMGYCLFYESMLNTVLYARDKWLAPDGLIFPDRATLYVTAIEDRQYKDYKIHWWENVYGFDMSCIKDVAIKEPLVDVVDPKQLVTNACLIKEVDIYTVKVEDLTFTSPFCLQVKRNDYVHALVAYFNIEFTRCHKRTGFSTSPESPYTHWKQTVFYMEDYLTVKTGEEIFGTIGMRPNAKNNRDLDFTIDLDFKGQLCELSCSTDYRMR
HTRA1 inh: HTRA1 (human) protease inhibition. actives 0.5% (n = 340,000). Q92743. AID 504803. recombinant HTRA1, FP-rhodamine activity-based probe, fluorescence polarization. inhibition, % at 5.96 µM; in the data active means inhibition above about 36%;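 further: 0% = enzyme with DMSO and 100% = wells lacking enzyme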
SIAE primary: inhibitors of human sialic acid acetylesterase SIAE; actives 0.69% (n = 370,000); SIAE FP-Rh probe binding, fluorescence polarization; inhibition, % at 9.66 µM; Q9HAT2;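 active means inhibition above a cutoff: mean of compounds within the control limits plus 3 SD of those, cut at about 17% in these data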;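 further: 0% = plate median of compound wells and 100% = probe without SIAE protein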
NPR1 activator: GC-A (human) enzyme activation | P16066 | HEK293 GC-A cells, cGMP TR-FRET, EC30 ANP; 0% at EC30 ANP, 100% saturating ANP | activation, % at 10 µM | actives 0.14% (n = 370,000) | AID 1671463; in the data active means activation above about 40%
GC-B act: GC-B (human) receptor activation | AID 1920062 | actives 0.11% (n = 370,000) | activation, % at 10 µM | P20594 | HEK293-GC-B cells, CNP EC30, cGMP TR-FRET; 0% at EC30 CNP, 100% saturating CNP;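 active means activation at 10 µM reaching about 35% in either raw or pattern-adjusted values, limit read from the data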
MBD2 inh: inhibitors of human MBD2 binding to methylated oligonucleotide | Q9UBB5 | TR-FRET | inhibition, % at 4.4 µM | actives 0.31% (n = 370,000) | AID 686964; in the data active means inhibition above about 13%
TCR-CD3 inh: inhibitors of human TCR-CD3 interaction; inhibition, % at 9.4 µM; TAMRA-labeled TCR probe fluorescence, biochemical; actives 0.37% (n = 360,000); in the data active means inhibition above about 19%;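 further: recombinant mutant TCR 2C K166C tagged with TAMRA read by polarization; 0% = receptor in buffer alone and 100% = receptor with positive control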
rCAG RNA binder: r(CAG) repeat RNA binding. TO-PRO-1 dye displacement fluorescence. inhibition, % at 3 µM. actives 1.3% (n = 370,000). AID 651821;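 active means inhibition above the plate cutoff, the mean of all test compounds on that plate plus 3 SD, cut at about 35% in these data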;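 further: 0% = DMSO alone and 100% = 100 µM mitoxantrone as full dye displacement; higher means more dye released from RNA so lower well fluorescence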
mABHD4 FP: ABHD4 (mouse) inhibition, primary FP screen; Q8VD66; purified mABHD4, FP-Rh probe fluorescence polarization; inhibition, % at 8.92 µM; actives 0.54% (n = 370,000);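 active means inhibition exceeding the mean over every tested compound plus 3 SD, cut at about 30% in these data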;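 further: 0% = plate median of compound wells and 100% = S159A mutant with DMSO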
Target sequence (Q8VD66 whole entry, looked up): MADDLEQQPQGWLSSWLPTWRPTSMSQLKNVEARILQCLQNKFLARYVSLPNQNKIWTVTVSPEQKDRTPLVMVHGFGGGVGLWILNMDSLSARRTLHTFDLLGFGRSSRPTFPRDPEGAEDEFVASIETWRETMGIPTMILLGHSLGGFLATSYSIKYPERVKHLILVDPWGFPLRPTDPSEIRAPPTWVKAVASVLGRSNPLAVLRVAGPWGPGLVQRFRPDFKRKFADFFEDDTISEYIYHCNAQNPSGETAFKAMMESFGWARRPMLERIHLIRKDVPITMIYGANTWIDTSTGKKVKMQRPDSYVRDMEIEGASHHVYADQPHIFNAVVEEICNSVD
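Test system: mABHD4 protein | Buffer or medium: HEPES pH 7.0 buffer, 150 mM NaCl, 0.01% Pluronic F-127 | Probe or stimulus: FP-Rh fluorescent activity-based probe, added after compound pre-incubation | Timing: Pre-incubation 45 min, probe exposure 60 min, at 25 °C | Technique: Fluorescence polarization, excitation 525 nm, emission 598 nm, BODIPY TMR filters | Repeats: Single well per compound (singlicate)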
UHRF1 MBD2 ctr: UHRF1 methyl-DNA binding inhibition; UHRF1 binding to methylated oligo, TR-FRET; inhibition, % at 4.4 µM; actives 0.75% (n = 370,000); AID 687016; in the data active means inhibition above about 21%;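 further: UHRF1 SRA domain binding a hemimethylated CpG hairpin DNA probe; 0% = median of test compound wells and 100% = reference inhibitor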
* hit, by the source's call. These rows are one share of the data (hit frequency here may not be typical).

Results for C/C(=N\NC(=O)c1ccccc1)c1nc2ccccc2n1C ?
PRMT1 inh: 0; HTRA1 inh: 8; SIAE primary: 6; NPR1 activator: 4; GC-B act: -3; MBD2 inh: 2; TCR-CD3 inh: 0; rCAG RNA binder: -1; mABHD4 FP: -1; UHRF1 MBD2 ctr: -2

What do the screens show for `CCOC(=O)c1c(C)oc2c1c(C(c1cccnc1)N1CCCCC1)c(O)c1ccccc12` (stereo unspecified)?
PRMT1 inh: -1; HTRA1 inh: -4; SIAE primary: 11; NPR1 activator: -5; GC-B act: -14; MBD2 inh: 0; TCR-CD3 inh: 5; rCAG RNA binder: 11; mABHD4 FP: 22; UHRF1 MBD2 ctr: -4

Results for CCCCN(C(C)=O)c1c(CC)nc2ccc(C(=O)NCCCN(C)C)cn12 ?
PRMT1 inh: -4; SIAE primary: 0; NPR1 activator: 0; GC-B act: -3; MBD2 inh: 1; TCR-CD3 inh: 5; rCAG RNA binder: 0; mABHD4 FP: -7; UHRF1 MBD2 ctr: -2

What do the screens show for `CC(C)c1ccc(CNNC(=O)c2ccccc2)cc1`?
PRMT1 inh: 2; HTRA1 inh: 7; SIAE primary: -3; NPR1 activator: 3; GC-B act: -2; MBD2 inh: 0; TCR-CD3 inh: -3; rCAG RNA binder: -2; mABHD4 FP: 5; UHRF1 MBD2 ctr: 3

How did CN(CC(=O)Nc1ccc(Cl)cc1)CC(=O)Nc1ccc(C(N)=O)cc1 do in these assays?
PRMT1 inh: 0; HTRA1 inh: -3; SIAE primary: 0; NPR1 activator: -3; GC-B act: -5; MBD2 inh: 2; TCR-CD3 inh: -2; rCAG RNA binder: 0; mABHD4 FP: -6; UHRF1 MBD2 ctr: -2

What do the screens show for `O=C(CN1C(=O)C(c2ccccc2)Oc2cccnc21)NCc1ccccc1F` (stereo unspecified)?
PRMT1 inh: 6; HTRA1 inh: -10; SIAE primary: 2; NPR1 activator: -1; GC-B act: 0; MBD2 inh: 3; TCR-CD3 inh: -3; rCAG RNA binder: 3; mABHD4 FP: -3; UHRF1 MBD2 ctr: 1

What do the screens show for `Cn1c(=O)[nH]c(=O)c2c1nc(Br)n2CC(O)COc1ccc(Cl)cc1` (stereo unspecified)?
PRMT1 inh: -1; HTRA1 inh: -17; SIAE primary: -4; NPR1 activator: -39; GC-B act: -11; MBD2 inh: -2; TCR-CD3 inh: -6; rCAG RNA binder: 0; mABHD4 FP: 1; UHRF1 MBD2 ctr: 2

Results for Cc1cc(C)n(CCN(C)C(=O)CCc2nnc(-c3ccc4c(c3)OCO4)o2)n1 ?
PRMT1 inh: -3; HTRA1 inh: 5; SIAE primary: 4; NPR1 activator: 0; GC-B act: -3; MBD2 inh: 3; TCR-CD3 inh: -6; rCAG RNA binder: -3; mABHD4 FP: -3; UHRF1 MBD2 ctr: 4

What do the screens show for `CCOC(=O)CCCNC(=O)COC(=O)c1cccc(C)c1O`?
PRMT1 inh: 0; HTRA1 inh: 4; SIAE primary: 2; NPR1 activator: 3; GC-B act: 3; MBD2 inh: -1; TCR-CD3 inh: 6; rCAG RNA binder: -3; mABHD4 FP: -2; UHRF1 MBD2 ctr: -1

Results for O=C1CCC(C(=O)OCC(=O)N2N=C3/C(=C/c4ccccc4)CCCC3C2c2ccccc2)N1 (stereo unspecified) ?
PRMT1 inh: 1; HTRA1 inh: -17; SIAE primary: 7; NPR1 activator: -10; GC-B act: -5; MBD2 inh: 3; TCR-CD3 inh: 3; rCAG RNA binder: -3; mABHD4 FP: -15; UHRF1 MBD2 ctr: 1

What do the screens show for `Cc1cccc(C)c1NC(=O)CN1CCN(C(=O)CNC(=O)c2ccc(N3CCCC3=O)cc2)CC1`?
PRMT1 inh: -1; HTRA1 inh: -4; SIAE primary: 5; NPR1 activator: 0; GC-B act: 1; MBD2 inh: 0; TCR-CD3 inh: 2; rCAG RNA binder: -2; mABHD4 FP: 0; UHRF1 MBD2 ctr: 2

How did Cc1ccc(NC(=O)NC2CCCCC2)cc1S(=O)(=O)N1CCOCC1 do in these assays?
PRMT1 inh: 1; HTRA1 inh: -2; SIAE primary: -2; NPR1 activator: 1; GC-B act: -2; MBD2 inh: 1; TCR-CD3 inh: 7; rCAG RNA binder: -1; mABHD4 FP: 9; UHRF1 MBD2 ctr: -2

What do the screens show for `COc1ccc(N2CCN(C(=O)CN3CCN(C(c4ccccc4)c4ccccc4)CC3)CC2)cc1`?
PRMT1 inh: 1; HTRA1 inh: 0; SIAE primary: -1; NPR1 activator: -7; GC-B act: -3; MBD2 inh: 1; TCR-CD3 inh: 5; rCAG RNA binder: -6; mABHD4 FP: 5; UHRF1 MBD2 ctr: -2

What do the screens show for `O=C(C1=C[C@@H](C2CC2)C[C@@H](OCc2ccc(CO)cc2)O1)N1CCOCC1`?
PRMT1 inh: 1; HTRA1 inh: 8; SIAE primary: 6; NPR1 activator: 1; GC-B act: 2; MBD2 inh: -3; TCR-CD3 inh: 0; rCAG RNA binder: -6; mABHD4 FP: 7; UHRF1 MBD2 ctr: 1

Results for Cc1ccccc1CSc1nc2ccccc2c(=O)n1C ?
PRMT1 inh: 1; HTRA1 inh: -8; SIAE primary: -2; NPR1 activator: -20; GC-B act: 5; MBD2 inh: 1; TCR-CD3 inh: 2; rCAG RNA binder: 0; mABHD4 FP: 1; UHRF1 MBD2 ctr: -3

Next part (three carried over from the part before).
What do the screens show for `COc1ccc(N2CCN(C(=O)CN3CCN(C(c4ccccc4)c4ccccc4)CC3)CC2)cc1`?
PRMT1 inh: 1; HTRA1 inh: 0; SIAE primary: -1; NPR1 activator: -7; GC-B act: -3; MBD2 inh: 1; TCR-CD3 inh: 5; rCAG RNA binder: -6; mABHD4 FP: 5; UHRF1 MBD2 ctr: -2

What do the screens show for `O=C(C1=C[C@@H](C2CC2)C[C@@H](OCc2ccc(CO)cc2)O1)N1CCOCC1`?
PRMT1 inh: 1; HTRA1 inh: 8; SIAE primary: 6; NPR1 activator: 1; GC-B act: 2; MBD2 inh: -3; TCR-CD3 inh: 0; rCAG RNA binder: -6; mABHD4 FP: 7; UHRF1 MBD2 ctr: 1

Results for Cc1ccccc1CSc1nc2ccccc2c(=O)n1C ?
PRMT1 inh: 1; HTRA1 inh: -8; SIAE primary: -2; NPR1 activator: -20; GC-B act: 5; MBD2 inh: 1; TCR-CD3 inh: 2; rCAG RNA binder: 0; mABHD4 FP: 1; UHRF1 MBD2 ctr: -3

What do the screens show for `CCC(=O)NC(=S)Nc1ccccc1F`?
PRMT1 inh: -2; HTRA1 inh: -8; SIAE primary: 5; NPR1 activator: -1; GC-B act: 2; MBD2 inh: -7; TCR-CD3 inh: 4; rCAG RNA binder: -2; mABHD4 FP: 4; UHRF1 MBD2 ctr: 5

Results for COc1ccc(OC(=O)c2cccc([N+](=O)[O-])c2)c(C(=O)/C=C/c2cccs2)c1 ?
PRMT1 inh: -1; HTRA1 inh: -26; SIAE primary: 0; NPR1 activator: 3; GC-B act: 5; MBD2 inh: -2; TCR-CD3 inh: -1; rCAG RNA binder: 2; mABHD4 FP: -1; UHRF1 MBD2 ctr: 0

Results for C#Cc1cccc(C(=O)N2CCCC(CCC(=O)NCc3ccccc3F)C2)c1 (stereo unspecified) ?
PRMT1 inh: 1; HTRA1 inh: -7; SIAE primary: 2; NPR1 activator: 0; GC-B act: 3; MBD2 inh: 3; TCR-CD3 inh: 10; rCAG RNA binder: -6; mABHD4 FP: 0; UHRF1 MBD2 ctr: 0

Results for CCC1(C)NC(C(=O)O)Cc2c1[nH]c1ccccc21 (stereo unspecified) ?
PRMT1 inh: 0; HTRA1 inh: -1; SIAE primary: 7; NPR1 activator: 5; GC-B act: 4; MBD2 inh: 2; TCR-CD3 inh: -10; rCAG RNA binder: 2; mABHD4 FP: 3; UHRF1 MBD2 ctr: 1

What do the screens show for `Cc1ccc(NC(=O)c2cc(C)nn2-c2ccccc2)c(C)c1`?
PRMT1 inh: -3; SIAE primary: 4; NPR1 activator: -3; GC-B act: 3; MBD2 inh: 1; rCAG RNA binder: 2; mABHD4 FP: 3; UHRF1 MBD2 ctr: -1

Results for O=C(NCCc1ccccc1)c1ccc(-c2ccc(F)cc2)o1 ?
PRMT1 inh: -4; HTRA1 inh: -23; SIAE primary: 0; NPR1 activator: -2; GC-B act: 0; MBD2 inh: 0; TCR-CD3 inh: 5; rCAG RNA binder: -3; mABHD4 FP: -10; UHRF1 MBD2 ctr: -2

What do the screens show for `COCCNc1nc(-c2cc(C)n(CCc3ccc(OC)cc3)c2C)cs1`?
PRMT1 inh: 3; HTRA1 inh: 22; SIAE primary: -4; NPR1 activator: -4; GC-B act: -3; MBD2 inh: -4; TCR-CD3 inh: -11; rCAG RNA binder: 11; mABHD4 FP: 10; UHRF1 MBD2 ctr: -4

What do the screens show for `CCc1noc(C)c1C(=O)N1CCN(S(=O)(=O)c2ccc(Cl)cc2)CC1`?
PRMT1 inh: 1; HTRA1 inh: 6; SIAE primary: 4; NPR1 activator: 0; GC-B act: -3; MBD2 inh: 1; TCR-CD3 inh: 0; rCAG RNA binder: 1; mABHD4 FP: 2; UHRF1 MBD2 ctr: -1

What do the screens show for `O=C(OCCN1CCOCC1)c1ccccc1Cl`?
PRMT1 inh: 3; HTRA1 inh: 3; SIAE primary: -6; NPR1 activator: 0; GC-B act: 0; MBD2 inh: -2; TCR-CD3 inh: -3; rCAG RNA binder: -3; mABHD4 FP: 4; UHRF1 MBD2 ctr: 4

What do the screens show for `O=C(CSc1nncn1-c1ccccc1F)NC1CC1`?
PRMT1 inh: 2; HTRA1 inh: -1; SIAE primary: 5; NPR1 activator: -2; GC-B act: -1; MBD2 inh: 5; TCR-CD3 inh: 1; rCAG RNA binder: -1; mABHD4 FP: 5; UHRF1 MBD2 ctr: -1

What do the screens show for `O=C(Nc1ccc2c(c1)N(Cc1ccccc1)C(=O)c1ccccc1S2)NC1CC1`?
PRMT1 inh: -2; HTRA1 inh: -48; SIAE primary: -16; NPR1 activator: -10; GC-B act: 0; MBD2 inh: -4; TCR-CD3 inh: 0; rCAG RNA binder: 3; mABHD4 FP: -68; UHRF1 MBD2 ctr: 0

How did CCn1c(Cc2cccs2)nnc1SCC(=O)NC(C)(C)C do in these assays?
PRMT1 inh: -4; HTRA1 inh: -5; SIAE primary: -13; NPR1 activator: 1; GC-B act: 6; MBD2 inh: 2; TCR-CD3 inh: 8; rCAG RNA binder: -2; mABHD4 FP: 4; UHRF1 MBD2 ctr: -3

What do the screens show for `CC(C)C(c1nnnn1C(C)(C)C)N1CCOCC1` (stereo unspecified)?
PRMT1 inh: 0; HTRA1 inh: 1; SIAE primary: -4; NPR1 activator: 0; GC-B act: 0; MBD2 inh: 3; TCR-CD3 inh: 0; rCAG RNA binder: -1; mABHD4 FP: 0; UHRF1 MBD2 ctr: -3

Results for Cc1ccc(C)c(NC(=O)[C@@H]2CCCN2S(=O)(=O)c2cccc3cccnc23)c1 ?
PRMT1 inh: -1; SIAE primary: -4; NPR1 activator: 0; GC-B act: -3; MBD2 inh: -3; mABHD4 FP: 0; UHRF1 MBD2 ctr: -2

What do the screens show for `CN1CN(C)c2ccc([N+](=O)[O-])c3cccc1c23`?
PRMT1 inh: 4; HTRA1 inh: 6; SIAE primary: -12; NPR1 activator: 6; GC-B act: -5; MBD2 inh: -22; TCR-CD3 inh: -7; rCAG RNA binder: 6; mABHD4 FP: 10; UHRF1 MBD2 ctr: -16

Compound activity (PubChem)
